Source: PubChem BioAssay (Sanford-Burnham Center for Chemical Genomics)
APJ antag: blocks the human apelin receptor APJ. P35414. CHO-K1 APJ beta-arrestin complementation, luminescence. inhibition, % at 20 µM. actives 0.32% (n = 330,000). AID 2521;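 active = inhibition above about 40% at 20 µM, limit read from the data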;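 also: cells challenged with 10 nM apelin-13 agonist together with compound; plate controls were apelin-13 plus DMSO wells for no effect and DMSO wells lacking apelin-13 for full effect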
Target sequence (P35414 whole entry, looked up): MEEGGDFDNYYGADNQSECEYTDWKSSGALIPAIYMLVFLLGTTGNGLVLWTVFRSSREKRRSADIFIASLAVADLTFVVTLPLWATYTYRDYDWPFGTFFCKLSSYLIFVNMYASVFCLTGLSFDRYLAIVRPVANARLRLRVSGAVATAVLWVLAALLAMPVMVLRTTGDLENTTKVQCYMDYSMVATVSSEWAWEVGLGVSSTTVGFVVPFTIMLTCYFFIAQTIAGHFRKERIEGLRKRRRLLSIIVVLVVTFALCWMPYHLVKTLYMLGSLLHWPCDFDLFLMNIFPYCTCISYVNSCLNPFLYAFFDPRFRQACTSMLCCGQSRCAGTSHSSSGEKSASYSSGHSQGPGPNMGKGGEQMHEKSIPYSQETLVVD
697 NFkB inh: lowers PMA/ionomycin-induced NF-kB signal in 697 B cells; 697 B-cell NF-kB luciferase reporter, 16 h; actives 0.33% (n = 330,000); inhibition, % at 4 µM; AID 435022; in the data active = inhibition above about 35%
Mdm2-MdmX inh: disrupts the human Mdm2-MdmX interaction. SaOS-2 split-luciferase Mdm2/MdmX complementation, luminescence. inhibition, % at 8 µM. actives 3% (n = 330,000). AID 485346;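 active = inhibition of at least 50% at 8 µM in the primary screen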
UPR CHOP act: apoptotic UPR (CHOP) activation | CHO-CHOP luciferase reporter, luminescence; percent of tunicamycin response over DMSO baseline | activation, % at 10 µM | actives 0.34% (n = 330,000) | AID 449763;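 active = at 10 µM dose, activation of 40% or more, normalized to positive control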;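 also: 100% = tunicamycin at 10 µg/mL and 0% = DMSO alone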
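System: CHO-CHOP luciferase reporter cell line | Buffer or medium: F12 medium containing 10% fetal bovine serum | Doses: One dose, 10 µM in 0.5% DMSO | Times: 6 h compound exposure at 37 °C after overnight seeding | Signal: Luciferase luminescence | Read-out: % activation vs tunicamycin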
Jurkat NFkB inh: inhibitors of the PMA/ionomycin-induced NF-kB reporter in Jurkat cells; PMA/ionomycin-induced NF-kB luciferase reporter, luminescence; inhibition, % at 4 µM; actives 0.53% (n = 330,000); AID 435003; in the data active = inhibition above about 50%
APJ agonist: agonists of human APJ apelin receptor; P35414; CHO-K1 APJ PathHunter beta-arrestin, luminescence; 0% DMSO wells, 100% apelin; activation, % at 20 µM; actives 0.11% (n = 330,000); AID 2520;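 active = activation more than six SD over the plate average, tested at 20 µM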;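 also: 0% = DMSO alone and 100% = apelin-13 at 10 nM; some results filed as inactive read as strong as hits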
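Material: engineered CHO-K1 APJ arrestin reporter cells; amount: 1000 CHO-K1 reporter cells seeded per well; incubation: compound stimulation 90 min at 25 °C, detection 60 min; signal: luminescent beta-gal fragment complementation, chemiluminescent substrate; read-out basis: APJ agonist activity; controls: DMSO-only wells as negative, 10 nM Apelin-13 as positive control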
XBP1 UPR activ: activators of adaptive arm of unfolded protein response (XBP1) | actives 0.33% (n = 330,000) | CHO-XBP1 luciferase reporter, IRE1-XBP1 UPR activation, luminescence; percent of tunicamycin response, DMSO as zero | AID 463104 | activation, % at 20 µM;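 active = versus positive control, 20 µM dose yields 30% or more activation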;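 also: 100% = tunicamycin at 10 µg/mL and 0% = DMSO only wells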
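incubation = overnight seeding at 37 °C, 6 h compound treatment at 37 °C | assay system = CHO-XBP1 cells stably carrying IRE1-XBP1-driven luciferase reporter | input = 1000 cells per well | detection = luciferase luminescence | dosing = single point, 20 µM final compound, 1% DMSO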
tim23-1 inh: tim23-1 yeast growth inhibition. S. cerevisiae tim23-1 growth, BacTiter-Glo luminescence, 24 h. inhibition, % at 20 µM. actives 1.3% (n = 330,000);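 active = growth inhibition of the mutant yeast at or above 50%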;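 also: temperature-sensitive mutant grown at 25 °C; plate controls were DMSO-treated mutant yeast for no effect and medium wells lacking yeast for full effect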
Active calls of the source: *; & = joins results of further samples; ! = not active in a repeat.

SMILES | APJ antag | 697 NFkB inh | Mdm2-MdmX inh | UPR CHOP act | Jurkat NFkB inh | APJ agonist | XBP1 UPR activ | tim23-1 inh
Cc1cccc(NC(=S)c2nc3ccccc3s2)c1 | 25 | -235 | -143 | 2.2 | -173 | 1 | 0 | 20
Cc1ccc(S(=O)(=O)N[C@H](C(=O)N2CCC(C(=O)NCC(=O)O)CC2)C(C)C)cc1 | -28 | 12 | 12 | 0.2 | 6 | -3 | -3 | 6
Cc1nc(N)[nH]c(=O)c1CC(=O)OCCCl | 2 | 2 | 20 | -0.5 | -2 | -3 | 0 | 1
OC(COc1ccc(-c2ccccc2)cc1)CN1CCOCC1 (stereo not given) | 7 | -6 | -6 | 1.5 | 1 | 0 | 3 | 9
O=C(Nc1cccc2nsnc12)c1cccs1 | 1&6 | -68&-12 | -1&35 | 3.9&-0.8 | -50&-17 | -1&3 | -2&-2 | 61*!
COc1ccccc1N1CCN(S(=O)(=O)c2ccc(Cl)cc2)CC1 | 1 | 5 | 1 | -0.5 | -16 | -1 | -2 | 29
O=C(O)c1ccc(-c2ccc(/C=N/Nc3ccc([N+](=O)[O-])cc3)o2)cc1 | 39 | 2 | 23 | 2.9 | -1 | -7 | 1 | -3
Cc1cccc(NC(=O)C2CCN(S(=O)(=O)c3cccc4nonc34)CC2)c1 | -16 | 0 | 1 | 0.9 | 9 | 0 | 2 | -2
O=C(NC(=S)Nc1ccc2c(c1)OCO2)c1ccc(Cl)cc1 | 22 | -154 | -99 | 7.4 | -118 | -4 | -1 | -6
COc1cc([N+](=O)[O-])ccc1NC(=O)NNC(=O)c1sccc1C | 2 | 16 | 0 | 4.6 | 12 | -7 | -4 | 7
COc1ccc(-c2cc(C(=O)N3CCCC3)no2)cc1OC | -15 | -8 | -22 | 5.7 | -36 | -3 | 3 | 9
COc1ccc(-n2ccnc2SCC(=O)NCc2ccccc2)c(OC)c1 | -6 | -1 | -16 | 1.1 | -2 | 4 | -1 | 19
CC(NC(=O)CN1CCN(c2cccc(Cl)c2)CC1)c1ccccc1 (stereo not given) | 4 | 7 | -2 | -0.8 | -4 | 0 | -4 | 2
Cc1cc(C)n2nc(CC(=O)NNC(=O)COc3ccccc3)nc2n1 | -1 | 2 | 19 | -0.2 | 10 | 0 | -2 | 8
CC(C)(C)NC(=O)N1CCn2cccc2C1c1ccccc1F (stereo not given) | 5 | -16 | -29 | 0.3 | -1 | 0 | -2 | 15
O=C(COC(=O)CNC(=O)c1ccccc1)NCCCc1ccccc1 | 6 | 21 | -13 | 1.3 | 3 | 2 | -2 | -1
CCN(CC)C(=O)CSc1nnnn1-c1ccc(F)c(Cl)c1 | 8 | 12 | -3 | -1.4 | 9 | -2 | -2 | 8
COCc1nnc(NC(=O)c2ccc3c(c2)OCO3)s1 | 5 | -63 | -40 | 1.4 | 3 | -2 | -2 | 22
COc1cccc(CN2CCN(Cc3cccc4c3OCO4)CC2CCO)c1 (stereo not given) | 1 | 10 | 8 | -2.7 | 12 | -5 | -3 | 6
COc1ccc(S(=O)(=O)NNC(=O)c2cccs2)cc1 | -7 | 14 | 31 | 1.2 | -1 | -4 | 1 | -5

Entries of single compounds from above. Values in the order: APJ antag	697 NFkB inh	Mdm2-MdmX inh	UPR CHOP act	Jurkat NFkB inh	APJ agonist	XBP1 UPR activ	tim23-1 inh
Listed for COCc1nnc(NC(=O)c2ccc3c(c2)OCO3)s1 : 5	-63	-40	1.4	3	-2	-2	22
Listed for CC(NC(=O)CN1CCN(c2cccc(Cl)c2)CC1)c1ccccc1 (stereo not given) : 4	7	-2	-0.8	-4	0	-4	2

Continued.
SMILES | APJ antag | 697 NFkB inh | Mdm2-MdmX inh | UPR CHOP act | Jurkat NFkB inh | APJ agonist | XBP1 UPR activ | tim23-1 inh
CC(=O)C(Sc1nc(N2CCOCC2)nc(N2CCOCC2)n1)C(=O)Nc1ccccc1 (stereo not given) | -1 | -41 | 16 | -0.7 | -11 | 0 | 1 | -9
Cc1ccccc1C(=O)N1CCC(C(=O)OCc2ccccn2)CC1 | 0 | -5 | 6 | 0.5 | -9 | -2 | -3 | 3
CC(=O)Nc1ccc(Oc2cncc(Cl)c2)nc1 | 14 | 0 | 37 | 2.0 | 10 | -5 | 2 | -2
COc1cc(C2=NOC(C(=O)NCc3ccccn3)C2)cc(OC)c1OC (stereo not given) | -9 | 0 | 5 | 0.0 | 9 | 1 | -2 | 6
CN(C)S(=O)(=O)N1CCN(c2ccc([N+](=O)[O-])c(N3CCOCC3)c2)CC1 | 23 | 10 | 6 | -2.1 | -7 | -3 | 0 | 17
O=C(OCCc1cc2ccccc2c(=O)o1)c1ccc2c(c1)OCO2 | 18 | -28 | -72 | 4.4 | 2 | -2 | 3 | 35
COc1cc(Cl)c(CN2CCCC(CO)(Cc3ccccc3F)C2)cc1OC (stereo not given) | 17 | 2 | 14 | 0.4 | 3 | -4 | -3 | 20
COCCn1c(=S)[nH]c2cc(C(=O)N3CCN(c4ccccc4OC)CC3)ccc2c1=O | 9 | 21 | -2 | 0.2 | 15 | -3 | 0 | -9
Cc1ccc(Nc2c(-c3ccc(N4CCOCC4)cc3)nc3cnccn23)cc1 | 8 | -6 | -22 | 5.3 | -5 | 1 | 0 | 14
O=C(c1ccc(F)cc1)C1CCN(Cc2cn[nH]c2-c2ccc(F)cc2)CC1 | -8 | -4 | 25 | 0.4 | 10 | -5 | -3 | 4
COc1ccc(NC(=S)NC(=O)/C=C/c2cccs2)cc1 | 4 | 0 | 2 | 2.3 | -5 | 0 | 6 | 4
CCCNC(=O)CSc1nc2[nH]ncc2c(=O)[nH]1 | 8 | -13 | 3 | 0.8 | -6 | 0 | -2 | 8
Cc1ccc(C2OCC3(CO)COC(c4ccc(C)cc4)N23)cc1 (stereo not given) | -10 | -14 | 9 | -0.9 | -9 | -4 | 2 | 21
Nc1ncnc2c1ncn2[C@@H]1O[C@H](CNCC#Cc2ccccc2)[C@@H](O)[C@H]1O | -5 | 2 | 17 | -1.0 | -9 | 0 | -1 | -8
COc1ccc(C(=O)Nc2ccc(Cl)cc2C(=O)NCCN2CCOCC2)cc1 | -4 | -8 | 19 | -1.4 | -9 | -4 | -1 | 15
COc1ccccc1NC(=O)c1ccc(NC(=O)CSc2n[nH]c(N)n2)cc1 | 10 | 14 | 5 | 0.3 | 14 | -1 | 0 | 10
COc1cc2c(cc1OC)C(c1ccc(-c3ccc(Cl)cc3Cl)o1)=NCC2 | -5 | -14 | 31 | -0.9 | 17 | -1 | 2 | 45
Cc1ccc(C(=O)NCCSCc2ccccc2)cc1[N+](=O)[O-] | 14 | 21 | 15 | 2.3 | 2 | -4 | -4 | 13
CCC(=O)N/N=C(\C)CC(=O)Nc1ccccc1-c1ccccc1 | 12 | 18 | 31 | 0.5 | 0 | -1 | 1 | 27
COc1ccc(-c2oc(=O)n(C)c2-c2ccc(OC)cc2)cc1 | -1 | 6 | 17 | -0.9 | -20 | -4 | 4 | 38
C[C@H](CO)N1C[C@H](C)[C@@H](CN(C)S(=O)(=O)c2cccs2)Oc2ccc(NC(=O)CCC(F)(F)F)cc2C1=O | 4 | 12 | 2 | -1.9 | -25 | -2 | 0 | -5
CCSc1nnc(-c2ccccc2NC(=O)CC)c(=O)[nH]1 | 2 | 15 | -17 | 0.8 | 2 | -25 | -1 | 7
O=C(c1c[nH]c(C(=O)C(Cl)(Cl)Cl)c1)c1ccc(F)cc1Cl | 2 | 11 | 13 | 4.6 | -14 | -1 | -2 | 28
N#Cc1c(N2CCCCC2)nc(N)c2c(N)nc3c(c12)CC(CCl)O3 (stereo not given) | 1 | 12 | 31 | 0.1 | -7 | -1 | 19 | -1
Cc1ccc(S(=O)(=O)NCc2nnc(SCC(=O)Nc3cccc(C)c3C)n2C)cc1 | 6 | 18 | 15 | -2.5 | -6 | -4 | 5 | -2
c1ccc(CSCc2cn3ccsc3n2)cc1 | 4 | 3 | 6 | 3.1 | -44 | -1 | 1 | 10
CSc1nccc(Nc2ccccc2)c1C#N | -6 | 14 | 26 | -1.3 | 7 | -3 | 4 | 23
COc1ccccc1N1CC(C(=O)Nc2nnc(SCc3ccccn3)s2)CC1=O (stereo not given) | 7 | 0 | 2 | 3.2 | 16 | 3 | -1 | 17
CCOc1cccc(C2C(C#N)=C(N)Oc3cc(C)n(Cc4ccccn4)c(=O)c32)c1OCC (stereo not given) | -3 | -2 | 25 | 2.8 | 1 | -2 | -4 | 5
Cc1nnc(N2C(=O)C(=O)/C(=C(/O)c3ccc4c(c3)OCCO4)C2c2ccc(F)cc2)s1 (stereo not given) | 5 | 2 | 10 | 4.3 | -4 | -1 | -2 | -15
COc1ccccc1NC(=O)CSc1ccc(-c2cccs2)nn1 | 3 | -8 | -1 | 0.9 | 16 | -3 | -1 | 6
CCN(C(=O)COC(=O)c1c2c(nc3ccccc13)/C(=C/c1ccccc1)CC(C)C2)C1CCS(=O)(=O)C1 (stereo not given) | -5 | -14 | 53* | -0.2 | -13 | -1 | 0 | 33
CCOc1ccc(-n2c(C)c(C(C)=O)c3cc(O)ccc32)cc1 | -5 | -26 | 53* | -1.1 | 24 | -3 | -2 | -6
COC(=O)C1CCN(CC(=O)Nc2sc3c(c2C#N)CCC3)CC1 | 13 | 9 | 2 | 7.1 | 8 | -4 | -4 | 23
Clc1ccc(/C=C/c2nc3ccccc3[nH]2)cc1 | -15 | -366 | -77 | -3.0 | -195 | 0 | -4 | 46
CSc1nc(Nc2ccc(Cl)cc2)c(C#N)c(=O)[nH]1 | 12 | -9 | 6 | -0.2 | 3 | 1 | -6 | 1
O=C(c1cc2cc(Br)ccc2oc1=O)N1CCN(c2ccccn2)CC1 | 17 | 11 | 1 | 1.9 | 7 | 1 | -2 | 10
O=C1CCCN1CCCNC(=S)Nc1ccc(F)cc1 | 6 | 10 | 3 | 0.7 | 10 | -2 | 1 | 3
CCC1CCCCN1Cc1nc2c(c(=O)n(C)c(=O)n2C)n1CCC(C)C (stereo not given) | 10 | -19 | 26 | 2.3 | 11 | -7 | -2 | 33
Cc1cc(NS(=O)(=O)c2ccc(NC(=O)c3cc4ccccc4o3)cc2)nc(C)n1 | 24 | 3 | 21 | -2.9 | 3 | 0 | -2 | 4
O=C(Cn1cnc([N+](=O)[O-])n1)NCCc1ccccc1 | -1 | -4 | 2 | 0.9 | 2 | 1 | -3 | 0
COc1cccc(CNC(=O)C2CCN(S(=O)(=O)c3ccccc3)CC2)c1 | 13 | 19 | 14 | 0.7 | 4 | -2 | 1 | 17
NNC(=O)c1csc(-c2ccc(C(F)(F)F)cc2Cl)n1 | 2 | 14 | 10 | 3.1 | 7 | 0 | 2 | 37
C=CCNC(=O)C1CCN(c2nc(C)cc(-c3ccccc3)n2)CC1 | 0 | -132 | -25 | 6.7 | -11 | -1 | 4 | 18

4 of the compounds above, tab-delimited:
SMILES	APJ antag	697 NFkB inh	Mdm2-MdmX inh	UPR CHOP act	Jurkat NFkB inh	APJ agonist	XBP1 UPR activ	tim23-1 inh
COCCn1c(=S)[nH]c2cc(C(=O)N3CCN(c4ccccc4OC)CC3)ccc2c1=O	9	21	-2	0.2	15	-3	0	-9
Cc1ccc(Nc2c(-c3ccc(N4CCOCC4)cc3)nc3cnccn23)cc1	8	-6	-22	5.3	-5	1	0	14
O=C(c1ccc(F)cc1)C1CCN(Cc2cn[nH]c2-c2ccc(F)cc2)CC1	-8	-4	25	0.4	10	-5	-3	4
COc1ccc(NC(=S)NC(=O)/C=C/c2cccs2)cc1	4	0	2	2.3	-5	0	6	4
